# RORg inh = qHTS for inhibitors of ROR gamma transcriptional activity | Nuclear receptor ROR-gamma (Mus musculus), P51450 | Potency, µM (series often up to 53.6 µM), for the others: top-dose activity change, negative = inhibition, hits mostly inhibitors | 310,000 tested, 5.4% active | Drosophila S2 Gal4-RORgamma UAS-luciferase reporter, 20 h; also: potency is read from the fitted curve at half-maximal effect; % is scaled to controls: 0 for no effect and ±100 for the full control effect; nearly all actives have a fitted effect of over 60% in size
# Target sequence (P51450 whole entry, looked up, the tested form may be a part): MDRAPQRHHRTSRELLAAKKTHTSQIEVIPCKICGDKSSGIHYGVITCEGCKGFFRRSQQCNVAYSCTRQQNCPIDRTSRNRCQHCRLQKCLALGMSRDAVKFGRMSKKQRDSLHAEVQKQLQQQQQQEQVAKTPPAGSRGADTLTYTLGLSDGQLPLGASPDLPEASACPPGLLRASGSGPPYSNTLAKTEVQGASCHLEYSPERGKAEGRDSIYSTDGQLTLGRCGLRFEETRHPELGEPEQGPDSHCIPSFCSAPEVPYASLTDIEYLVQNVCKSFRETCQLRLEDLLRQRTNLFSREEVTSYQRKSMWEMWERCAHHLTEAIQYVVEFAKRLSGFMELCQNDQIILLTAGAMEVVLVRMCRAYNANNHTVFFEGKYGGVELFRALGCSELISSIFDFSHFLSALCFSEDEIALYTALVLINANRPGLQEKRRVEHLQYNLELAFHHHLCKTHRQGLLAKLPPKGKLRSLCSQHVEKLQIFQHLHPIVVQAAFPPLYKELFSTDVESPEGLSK
#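 Luminescence from a UAS-regulated Photinus luciferase reporter in stably transfected Drosophila Schneider cells is measured; decreased signal marks ROR gamma inhibition. Fusion expression is induced by 700 uM copper sulfate for 20 hr.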
# VP16 counter = VP16 counterscreen qHTS for inhibitors of ROR gamma transcriptional activity. Drosophila S2 Gal4-VP16 UAS-luciferase, luminescence, 20 h. Potency, µM (highest dose often 53.6 µM), without a hit: at the highest dose activity, negative = inhibition, actives largely listed as inhibitors. 310,000 tested, 3.5% active;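 also: Gal4-VP16 expression switched on by copper sulfate through the metallothionein promoter; potency is read from the fitted curve at half-maximal effect; % is scaled to controls: 0 for no effect and ±100 for the full control effect; nearly all actives have a fitted effect of over 50% in size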
# TRPV1 ag = HTS Assay for Compounds that Act as Agonists of the Vanilloid Receptor 1. AID 540275, 2011. 320,000 tested, 0.19% active. Transient receptor potential cation channel subfamily V member 1 (Homo sapiens), Q8NER1. activation, % at 8.33 µM. TRPV1-expressing cells, Fluo-8 calcium influx, agonist mode; in the data active = activation above about 80%; inconclusive = between about 30% and that limit; also: 0% is about no effect
#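 TRPV1-expressing cells were cultured overnight at 35.5C and loaded with Fluo-8 calcium dye for 40 to 90 min at room temperature. After a 10 s baseline, compound was added and calcium influx was read kinetically for 3 min (ex 480/em 520 nm).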
# NPC1 promoter act = qHTS Assay for NPC1 Promoter Activators | Potency, µM (series often up to 9.22 µM), inactives show at the top dose activation, usual class: activators | AID 485313, 2010 | Huh7 NPC1 promoter luciferase reporter, 24 h | 320,000 tested, 2.4% active;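 also: potency is read from the fitted curve at half-maximal effect; % of control where 0% means no effect; nearly all actives have a fitted effect of over 60% in size; reporter is driven by a mutant NPC1 promoter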
#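 Stably transfected Huh7 (NPC1 promoter→luciferase), 1500 cells/well in Opti-MEM + 10% FBS, 2 h settle, then compound 24 h at 37 °C. Luminescence after 10 min with Amplite reagent.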
# Rab9 prom act = qHTS Assay for Rab9 Promoter Activators | Potency, µM (top dose mostly 9.22 µM), without a hit: top-dose activation, negative = inhibition, actives largely listed as activators | AID 485297, 2010 | Huh7 Rab9 promoter-luciferase reporter, luminescence, 24 h | 320,000 tested, 2.8% active; also: potency is read from the fitted curve at half-maximal effect; % of control where 0% means no effect; nearly all actives have a fitted effect of over 60% in size
#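 Stable Rab9-luc Huh7, 1500 cells/well, 2 h settle; cmpd in DMSO, 24 h, 37 °C/5% CO2; luciferase reagent 10 min RT; luminescence.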
# ELG1 genotox = qHTS screen for small molecules that induce genotoxicity in human embryonic kidney (HEK293T) cells expressing luciferase-tagged ELG1; HEK293T ELG1-luciferase reporter, luminescence, 16 h; Potency, µM (titrated, usually from 46 µM), for the others: top-dose activity change, positive = activation, usual class: activators; 330,000 tested, 1.3% active; AID 504466, 2011; also: potency is read from the fitted curve at half-maximal effect; % of control where 0% means no effect; nearly all actives have a fitted effect of over 60% in size
#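 Screening used a luciferase reporter fused to human ELG1 in HEK293T cells. Luminescence was read on a CCD plate imager after 16 hr exposure and 30 min ONE-Glo incubation.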
# BRCA1 expr act = qHTS Assay to Identify Small Molecule Activators of BRCA1 Expression; MCF7-BRCA1-FFLuc reporter, luminescence, 48 h; response scale: scaled: vehicle 0%, 10 µM genistein 100%; Potency, µM (series often up to 46.1 µM), inactives show at the top dose activation, usual class: activators; 380,000 tested, 1.1% active; AID 624202, 2012; also: potency is read from the fitted curve at half-maximal effect; nearly all actives have a fitted effect of over 80% in size; some results filed as inactive show a strong effect at the top dose
#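 MCF7-BRCA1-FFLuc cells, 2000/well in phenol-red-free MEM, attached 2 h then treated 48 h at 37 C. Luciferase luminescence read 15 min after reagent; normalized to genistein maximum activation (10microM) and DMSO, concentration-response fitted.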
# p53 reactivation = qHTS assay for re-activators of p53 using a Luc reporter; H1299 p53-A138V BP100-luciferase reporter, luminescence, 24 h; Potency, µM (series often up to 92.2 µM), inactives show at the top dose activity change, positive = activation, usual class: activators; 320,000 tested, 0.063% active; also: potency is read from the fitted curve at half-maximal effect; % of control where 0% means no effect; nearly all actives have a fitted effect of over 45% in size
#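 p53-null H1299 cells stably carrying temperature-sensitive p53-A138V and a BP100-luciferase reporter were pinned with compounds (4-point, 1:5 series) and held 24 hrs at 37 deg C. Luminescence was read 10 min after detection reagent.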
# Tb PFK block = qHTS Assay to Find Inhibitors of T. brucei phosphofructokinase; 330,000 tested, 0.17% active; ATP-dependent 6-phosphofructokinase (Trypanosoma brucei brucei), O15648; Potency, µM (top dose mostly 57.5 µM), for inactives: top-dose activity, negative = inhibition, hits mostly inhibitors; T. brucei PFK, ADP-Glo luminescence;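 also: potency is read from the fitted curve at half-maximal effect; 0% = uninhibited 1x PFK enzyme wells and -100% = no-enzyme wells; nearly all actives have a fitted effect of over 60% in size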
# Target sequence (O15648 whole entry, looked up): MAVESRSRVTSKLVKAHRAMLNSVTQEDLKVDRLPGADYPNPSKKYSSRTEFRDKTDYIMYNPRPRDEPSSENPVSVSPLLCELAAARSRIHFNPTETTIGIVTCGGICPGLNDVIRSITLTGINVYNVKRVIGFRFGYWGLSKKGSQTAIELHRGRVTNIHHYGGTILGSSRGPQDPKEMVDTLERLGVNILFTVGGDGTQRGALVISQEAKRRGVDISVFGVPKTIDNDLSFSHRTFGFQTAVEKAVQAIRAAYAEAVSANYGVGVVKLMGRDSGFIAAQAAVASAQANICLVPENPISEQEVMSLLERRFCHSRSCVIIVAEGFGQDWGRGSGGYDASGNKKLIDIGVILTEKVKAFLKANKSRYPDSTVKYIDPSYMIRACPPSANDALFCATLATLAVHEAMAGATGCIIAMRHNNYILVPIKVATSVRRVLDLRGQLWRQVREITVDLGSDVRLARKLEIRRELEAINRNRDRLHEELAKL
#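 Luminescent ADP detection (ADP-Glo, two-step: ATP depletion then ADP-to-ATP conversion for luciferase) reported PFK activity after 45 min room-temperature reaction of 1.25 nM enzyme with 0.5 mM F6P and 0.1 mM ATP at pH 8.0.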
# FLuc counter = qHTS profiling assay for firefly luciferase inhibitor/activator using purifed enzyme and Km concentrations of substrates (counterscreen for miR-21 project) | 360,000 tested, 6.9% active | Potency, µM (highest dose often 57.5 µM), inactives show at the highest dose activity change, negative = inhibition, hits mostly inhibitors | purified FLuc, Km substrates, luminescence inhibition | AID 588342, 2011;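 also: potency is read from the fitted curve at half-maximal effect; plate controls were vehicle for no effect and reference inhibitor for full effect; nearly all actives have a fitted effect of over 55% in size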
#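 Biochemical qHTS of compounds, final roughly 60 µM downward over six points, against 10 nM purified firefly luciferase using Km concentrations of substrates (10 uM D-luciferin, 10 uM ATP) in Tris acetate pH 7.5 buffer; luminescence output.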
# ELG1 repair inh = qHTS screen for small molecules that inhibit ELG1-dependent DNA repair in human embryonic kidney (HEK293T) cells expressing luciferase-tagged ELG1. AID 504467, 2011. 330,000 tested, 2.3% active. HEK293T ELG1-luciferase reporter, luminescence, 16 h; DNA damage induced by 5-fluorouridine. Potency, µM (highest dose often 46.1 µM), for the others: at the highest dose activity change, negative = inhibition, hits mostly inhibitors; also: potency is read from the fitted curve at half-maximal effect; % is scaled to controls: 0 for no effect and ±100 for the full control effect; nearly all actives have a fitted effect of over 55% in size
#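 Luminescence from the luciferase reporter, measured 30 min after ONE-Glo reagent at room temperature, was the read-out. Beforehand, 2,000 cells per well were exposed for 16 hr at 37 °C to 5-fluorouridine together with compound or vehicle.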
# * = called active by the depositor; ? = inconclusive; . = no result given; [ ] = remark or other dose. Unless noted, calls follow the shape of the dose curve; as a rule, active = well fitted curve in the direction sought with a large enough effect; inconclusive = small, poorly fitted or top-dose-only effect, or another doubt; inactive = no such curve, though single readings can be large; an effect the other way counts as inactive or inconclusive.
SMILES,RORg inh,VP16 counter,TRPV1 ag,NPC1 promoter act,Rab9 prom act,ELG1 genotox,BRCA1 expr act,p53 reactivation,Tb PFK block,FLuc counter,ELG1 repair inh
Cc1c(=O)n(OCc2ccc(Cl)cc2)c2ccccc2[n+]1[O-],-1%,-17%[10 µM],0,0%,2%,2%,-43%,5%,0%,0%,-11%
C=CC[C@@H](CC(=O)N[C@H](CO)Cc1ccccc1)C(=O)N[C@H](COC(=O)[C@@H](CC=C)Cc1ccc(F)cc1)Cc1c[nH]c2ccccc12,.,.,.,.,.,-7%,-90%[inhibitor],2%,-2%,.,21µM*
Cc1ccc(C(=O)N/C(=C\c2cccs2)C(=O)NCCCn2ccnc2)cc1,-8%,?,-1,-4%,-2%,4%,17%,-3%,1%,2%,11%
Cc1ccccc1NC(=S)NC(NC(=O)C(C)(C)C)C(Cl)(Cl)Cl (centres undefined),?,7%,1,-4%,6%,-4%,2%,-16%,-10%,3%,-2%
COCc1nnc(NS(=O)(=O)c2ccc(F)cc2)s1,-3%,1%,-4,3%,4%,0%,0%,.,-2%,4%,-2%
CC(NC(=O)c1ccccc1F)c1nnc(SCC(=O)Nc2nccs2)n1C (centres undefined),-6%,4%,-2,1%,0%,0%,-6%,-3%,0%,1%,-1%
CCc1ccc2[nH]c(=O)c(CN(CCN(CC)CC)C(=S)NCc3ccco3)cc2c1,-36%,?,?,-1%,-3%,-5%,-53%,-3%,-4%,-2%,-12%
Cc1cc(NS(=O)(=O)c2ccc(NC(=O)COc3ccc(Cl)cc3Cl)cc2)no1,-1%,-7%,3,-3%,-2%,11%,11%,-5%,2.7µM*,?,1%
COCC1CCN(Cc2cn[nH]c2-c2cc3ccccc3o2)C1 (centres undefined),4%,-1%,0,-10%,-4%,-1%,2%,-3%,4%,-1%,9%
COc1cc(/C=N/NC(=O)CSCc2ccc([N+](=O)[O-])cc2)cc(OC)c1OC,36%,-13%,-5,-5%,-1%,-5%,4%,-4%,?,2%,?
CC1CCCCC1NC(=O)CC1Oc2ccccc2NC1=O (centres undefined),0%,-5%,7,2%,-7%,-6%,-7%,-2%,3%,0%,4%
COc1ccc(NC(=O)CC2C(=O)N(c3ccc(Cl)cc3)C(=S)N2CCc2ccncc2)cc1 (centres undefined),-12%,-1%,-1,1%,-3%,-12%,-35%,-3%,-3%,-2%,-4%
Cc1ccc(-c2nc3[nH]c(=O)cc(NC(=O)c4cccs4)n3n2)cc1,13%,0%,1,-17%,-6%,-1%,17%,0%,-3%,13µM*,-20%
CSc1ccc(/C=N\Nc2nncn2N)cc1,-38%,?,-2,14%,8%,8%,-84%[inhibitor],-14%,0%,?,?
Cc1cc(=O)[nH]c(SCC(=O)c2ccc(F)c(C)c2)n1,-4%,-4%,2,2%,-3%,0%,-25%,?,-13%,-8%,5%
COc1cc(/C=C2\C(=N)N3N=C(N4CCOCC4)SC3=NC2=O)ccc1OC(=O)c1ccccc1,?,2%,1,4%,-5%,8%,-9%,.,2%,?,18%
Cc1ccccc1/C=C\c1nc2ccccc2c(=O)n1Cc1ccccc1,-2%,-5%,19,1%,4%,-3%,-38%,-3%,2%,-1%,29µM*
CC(C)(C)OC(=O)N1CCN(C(=O)c2[nH]cnc2C(=O)NCC(=O)OCc2ccccc2)CC1,-13%,1%,5,-4%,0%,0%,-1%,.,-2%,2%,-10%
O=c1c2ccccc2nc(SCc2ccccc2F)n1C1CCCC1,-20%,6%,5,1%,-1%,0%,-6%,3%,5%,3%,2%
CCCC1(c2ccccc2)NC(=O)N(CC(=O)Nc2cc(S(=O)(=O)N3CCOCC3)ccc2Cl)C1=O (centres undefined),?,4%,1,-6%,0%,-9%,-11%,14%,7%,-1%,-8%
O=C(COC(=O)c1cc[n+]([O-])cc1)Nc1ccccc1Sc1ccccc1,-3%,-4%,16,-3%,-1%,-1%,-5%,-5%,2%,-1%,5%
COC(=O)c1ccc2c(c1)S(=O)(=O)NC(=NCCCN1CCOCC1)S2,-7%,3%,-1,-5%,2%,3%,20%,-7%,0%,2%,-1%
Cc1ccc(C(=O)N/C(=C/c2cccs2)C(=O)N2CCCCCC2)cc1,5%,-9%,?,3%,5%,0%,-2%,3%,-2%,-2%,-12%
COc1cc(/C=N/NC(=O)C(C)Nc2n[nH]c(=O)[nH]c2=O)ccc1O (centres undefined),-16%,-14%,-4,0%,1%,-1%,29%,1%,8%,6%,?
CCOC(=O)C1=C(c2ccccc2)NC(=O)NC1c1cc(OC)c(OC)cc1OC (centres undefined),2%,7%,0,0%,-7%,0%,-21%,-8%,0%,-1%,-2%
CCCN(CC(=O)Nc1ccccc1C)C(=O)c1ccc(Cl)c(S(=O)(=O)N2CCCC2)c1,.,.,16,0%,-5%,1%,-29%,2%,0%,-1%,-1%
CN(C)c1[nH]c(=O)c(C#N)c2c1CCN2Cc1ccccc1,-3%,-13%,3,-6%,-7%,-3%,-15%,-15%,3%,8%,-16%
CCN(CC)C(=O)N1CCC(NC(=O)Cc2ccccc2)CC1,-2%,-2%,2,-1%,-9%,-3%,2%,1%,1%,7%,-6%
Cc1cc(C(=O)CN2C(=O)C(=O)N(C3CCCC3)C2=O)c(C)n1-c1ccc(F)cc1,3%,-2%,2,0%,12%,-9%,17%,4%,1%,-17%,0%
CCS(=O)(=O)N1Cc2ccccc2CC1C(=O)NCC12CC3CC(CC(C3)C1)C2 (centres undefined),6%,9%,1,-3%,-1%,-3%,-18%,0%,4%,-1%,-5%
Cc1cc(C(=O)OCC(=O)Nc2c(Cl)cccc2Cl)c(C)o1,.,.,.,.,.,4%,-16%,-6%,-2%,.,-27%
O=C(O)c1ccc(N/N=C/c2ccc(-c3ccc(Br)cc3)o2)cc1,?,-4%,-1,22%,18%,?,31%,?,11%,2.4µM*,?
CC(C)CC1Nc2ccc(C(=O)NCCCN3CCOCC3)cc2NC1=O (centres undefined),2%,2%,-1,0%,2%,6%,-7%,1%,1%,1%,21%
COc1cc(C2c3c(oc4ccccc4c3=O)C(=O)N2c2nccs2)ccc1O (centres undefined),-10%,16%,1,-1%,0%,3%,-22%,-9%,3%,-2%,0%

# Compounds shown so far that contain an aryl thioether with sulfur outside any ring:
SMILES,RORg inh,VP16 counter,TRPV1 ag,NPC1 promoter act,Rab9 prom act,ELG1 genotox,BRCA1 expr act,p53 reactivation,Tb PFK block,FLuc counter,ELG1 repair inh
CC(NC(=O)c1ccccc1F)c1nnc(SCC(=O)Nc2nccs2)n1C (centres undefined),-6%,4%,-2,1%,0%,0%,-6%,-3%,0%,1%,-1%
CSc1ccc(/C=N\Nc2nncn2N)cc1,-38%,?,-2,14%,8%,8%,-84%[inhibitor],-14%,0%,?,?
Cc1cc(=O)[nH]c(SCC(=O)c2ccc(F)c(C)c2)n1,-4%,-4%,2,2%,-3%,0%,-25%,?,-13%,-8%,5%
O=c1c2ccccc2nc(SCc2ccccc2F)n1C1CCCC1,-20%,6%,5,1%,-1%,0%,-6%,3%,5%,3%,2%
O=C(COC(=O)c1cc[n+]([O-])cc1)Nc1ccccc1Sc1ccccc1,-3%,-4%,16,-3%,-1%,-1%,-5%,-5%,2%,-1%,5%
